# Screening results from PubChem.
# STEP block = inhibitors of human striatal-enriched phosphatase STEP. inhibition, % at 20 µM. P54829. hit rate 0.25% among 360,000. recombinant STEP, OMFP fluorogenic substrate, fluorescence;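 active = inhibition at 20 µM, scaled per plate between control wells, above about 37%, limit read from the data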;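 also: 0% = DMSO with enzyme and substrate and 100% = substrate only without enzyme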
# Target sequence (P54829 whole entry, looked up): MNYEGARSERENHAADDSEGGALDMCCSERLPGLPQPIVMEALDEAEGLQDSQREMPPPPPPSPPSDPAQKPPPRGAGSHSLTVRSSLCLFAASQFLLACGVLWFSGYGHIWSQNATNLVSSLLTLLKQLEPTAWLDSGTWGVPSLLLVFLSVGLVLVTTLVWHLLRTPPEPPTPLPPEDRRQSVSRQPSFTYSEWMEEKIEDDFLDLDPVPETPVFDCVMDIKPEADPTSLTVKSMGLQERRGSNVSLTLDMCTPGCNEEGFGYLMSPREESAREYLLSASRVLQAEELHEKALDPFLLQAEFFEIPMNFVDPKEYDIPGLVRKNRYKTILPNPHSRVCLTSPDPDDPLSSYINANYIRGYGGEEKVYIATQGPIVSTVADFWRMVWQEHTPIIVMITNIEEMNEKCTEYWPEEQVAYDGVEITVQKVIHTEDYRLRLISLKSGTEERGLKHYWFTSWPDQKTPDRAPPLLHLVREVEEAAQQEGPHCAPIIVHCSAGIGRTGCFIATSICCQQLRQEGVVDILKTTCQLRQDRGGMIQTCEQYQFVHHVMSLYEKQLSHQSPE
#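 System: STEP (striatal-enriched tyrosine phosphatase) enzyme, cell-free; medium: Bis-Tris pH 6.0 buffer with DTT, detergent; dosing: 20 µM, 1% DMSO; times: reaction 20 min, ambient temperature; detection: fluorescence, 480/540 nm; read-out basis: normalized % inhibition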
# Tb MetRS inh = blocks T. brucei methionyl-tRNA synthetase activity. purified T. brucei MetRS, ATP depletion, Kinase-Glo luminescence. inhibition, % at 11.9 µM. hit rate 0.4% among 360,000. AID 624268;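 active = inhibition above a per-plate cutoff of the control wells' mean inhibition plus 3 SD, cut at about 5.5% in these data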;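 also: 0% = DMSO wells median and 100% = median of wells with control inhibitor compound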
#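 Dosing: 11.9 µM single point; system: parasite MetRS enzyme; technique: luminescence of leftover ATP; times: 15 min enzyme-compound preincubation, 2 h reaction, 10 min detection, 25 °C; replicates: each compound tested once; read-out basis: percent inhibition relative to median high and low control wells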
# MsrA inhibitor = bovine MsrA inhibition. purified bovine MsrA, absorbance read-out. inhibition, % at 15.5 µM. hit rate 0.75% among 360,000. AID 651718; in the data active = inhibition above about 4.5%;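 also: 0% = vehicle wells with enzyme and 100% = reference inhibitor wells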
# Scp1 inh = blocks human Scp-1 phosphatase activity; Q9GZU7; Recombinant Scp1, phosphopeptide, malachite green phosphate absorbance; inhibition, % at 20 µM; hit rate 0.88% among 340,000;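 active = inhibition above about 50% at 20 µM, limit read from the data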;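 also: plate controls were DMSO wells with enzyme for no effect and wells lacking enzyme for full effect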
# Target sequence (Q9GZU7 76-261 limits assumed): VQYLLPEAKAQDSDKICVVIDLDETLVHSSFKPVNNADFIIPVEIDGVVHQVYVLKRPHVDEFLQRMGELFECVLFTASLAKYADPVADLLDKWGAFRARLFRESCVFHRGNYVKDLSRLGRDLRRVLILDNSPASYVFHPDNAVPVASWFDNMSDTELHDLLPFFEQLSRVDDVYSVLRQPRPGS
#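 Test system: SCP-1 phosphatase catalytic domain, residues 76-261 | Compound dosing: One concentration, 20 µM, with 1.0% DMSO | Schedule: 45 min room-temperature reaction, 5 min colour, 30 min stabiliser | Detection: Absorbance at 630 nm | Read-out basis: % inhibition of SCP-1 phosphate liberation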
# LMPTP inh = blocks human LMPTP phosphatase; inhibition, % at 20 µM; hit rate 0.22% among 360,000; AID 651560; recombinant LMPTP-A, OMFP fluorogenic substrate, fluorescence intensity;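 active = compounds that cut the enzyme signal by at least half of the control window in the single-dose screen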;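 also: plate controls were DMSO wells with enzyme plus substrate for no effect and substrate without enzyme for full effect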
#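 Test system: LMPTP-A, protein tyrosine phosphatase of low molecular weight; Input: 0.625 nM enzyme; Incubation: 50 min dark incubation at room temperature; Signal: endpoint fluorescence intensity from OMFP dephosphorylation; Read-out basis: % inhibition versus control wells.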
# DNMT1 inh = inhibitors of human DNMT1; inhibition (reported as % activation of signal), % at 10 µM; hit rate 0.83% among 360,000; DNMT1 molecular beacon, Hinp1I cleavage, fluorescence; AID 588458; in the data active = inhibition above about 50%
# CSN deneddyl inh = CSN deneddylation inhibition. Purified CSN, SCF-Nedd8-OG deneddylation, fluorescence polarization. inhibition, % at 12.5 µM. hit rate 0.38% among 360,000;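 active = pattern-corrected inhibition above about 35%, with an unprinted fluorescence ratio check between 0.5 and 1.5, limit read from the data, passing the limit was not always enough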;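 also: 0% = enzyme with substrate and 100% = substrate without enzyme; some results filed as inactive read as strong as hits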
#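 Detection – fluorescence polarization · System – HEK293T-derived human Csn5 enzyme · Controls – substrate-only high control, full reaction low control · Timing – 90 min, room temperature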
# SUMO1-SIM PPI = modulators of human SUMO1-mediated protein-protein interactions. inhibition, % at 20 µM. P63165. SUMO1 binding to a labelled peptide, TR-FRET, 1 h. hit rate 0.33% among 360,000; in the data active = inhibition above about 37%
# Rpn11 inh = inhibitors of human proteasome Rpn11 | human 26S proteasome, Ub4-pepOG fluorescence polarization; 20S core pre-blocked with epoxomicin | calls only at 20 µM | hit rate 0.59% among 360,000;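 active = inhibition at 20 µM, scaled to each plate's controls, above about 33%, limit read from the data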
# Target sequence (O00487 whole entry, looked up): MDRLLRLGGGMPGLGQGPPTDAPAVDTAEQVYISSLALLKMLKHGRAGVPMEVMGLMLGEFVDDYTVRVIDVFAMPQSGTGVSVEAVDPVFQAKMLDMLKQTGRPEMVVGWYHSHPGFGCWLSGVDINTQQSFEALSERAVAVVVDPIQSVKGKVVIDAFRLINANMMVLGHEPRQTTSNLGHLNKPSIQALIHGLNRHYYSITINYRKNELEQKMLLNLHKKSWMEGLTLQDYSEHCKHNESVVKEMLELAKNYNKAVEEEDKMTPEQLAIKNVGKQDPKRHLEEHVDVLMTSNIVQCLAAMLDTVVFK
# NadD block = inhibitors of Staphylococcus aureus NadD. purified NadD enzyme, colorimetric absorbance read-out. inhibition, % at 20 µM. hit rate 0.78% among 360,000; in the data active = inhibition above about 26%; also: some compounds past the cut are filed as inactive
# * marks the source's active call; other numbers are inactive results; i = inactive; nt = not tested or not shown.
SMILES,STEP block,Tb MetRS inh,MsrA inhibitor,Scp1 inh,LMPTP inh,DNMT1 inh,CSN deneddyl inh,SUMO1-SIM PPI,Rpn11 inh,NadD block
CSc1nc2ccc(NC(=O)c3ccc(=O)n(C)n3)cc2s1,0,-0.4,1.9,-3,-1.4,0,3,-3,i,0
Cc1oc(C(C)(C)C)cc1C(N)=O,-3,0.1,-0.9,11,-0.2,0,2,-2,i,2
CC1(c2ccc(Cl)cc2)NC(=O)N(CC(=O)Nc2cccnc2Cl)C1=O (stereo not drawn),2,-0.4,0.6,11,-0.4,6,-1,4,i,2
CCc1nnc(NC(=O)c2ccc(OCc3c(C)noc3C)c(OC)c2)s1,3,0.7,0.3,-6,0.1,-2,-1,3,i,-5
O=C1c2ccccc2C(=O)N1CCc1nc(-c2cccnc2)no1,-3,-0.2,-0.7,0,-2.4,-2,4,-13,i,-5
C[C@@H](NC(=O)Cn1ccc(NC(=O)OCc2ccccc2)nc1=O)c1cccc2ccccc12,2,-0.4,-0.1,6,-0.3,-6,0,-5,i,11
Cc1cc(Br)ccc1OCCNCc1ccccc1,0,1.9,-0.5,-1,-2.6,0,1,-4,i,-7
Nc1ccc(Oc2c(Cl)cccc2Cl)nc1,0,-0.6,0.1,-11,-0.1,-5,37*,-2,i,2
S=C(Nc1ccccc1)N1CCc2ccccc21,-1,-0.9,-0.5,-2,-1.5,-3,1,5,i,2
COc1ccc2c(c1)OC[C@H]1[C@H]2N2C(=O)c3ccc(F)cc3NC(=O)[C@@]2(C)[C@H]1c1ccccc1,1,-0.5,-0.6,-15,0.3,-11,1,4,i,8
COc1ccc2[nH]c(=O)c(C(=O)O)cc2c1,7,-0.2,1.4,-7,-0.9,1,-5,1,i,-3
CCOc1cc(S(=O)(=O)n2ccnc2)ccc1Cl,-1,-0.8,0.7,-5,-0.4,2,-17,-3,i,0
CC(=O)c1ccc(N(C)C)cc1,-2,-0.2,3.0,-6,-0.6,1,2,0,i,-4
Cc1c(C(=O)Cc2ccccc2)n(C)c2ccccc12,2,-0.5,1.6,-9,2.5,0,2,-7,i,-10
COc1ccc(-n2ccnc(SCC(=O)NCc3ccccc3Cl)c2=O)cc1,2,0.2,1.9,-5,-2.1,-1,0,-35,i,1

# The final four compounds of the section above lead into the next:
SMILES,STEP block,Tb MetRS inh,MsrA inhibitor,Scp1 inh,LMPTP inh,DNMT1 inh,CSN deneddyl inh,SUMO1-SIM PPI,Rpn11 inh,NadD block
CCOc1cc(S(=O)(=O)n2ccnc2)ccc1Cl,-1,-0.8,0.7,-5,-0.4,2,-17,-3,i,0
CC(=O)c1ccc(N(C)C)cc1,-2,-0.2,3.0,-6,-0.6,1,2,0,i,-4
Cc1c(C(=O)Cc2ccccc2)n(C)c2ccccc12,2,-0.5,1.6,-9,2.5,0,2,-7,i,-10
COc1ccc(-n2ccnc(SCC(=O)NCc3ccccc3Cl)c2=O)cc1,2,0.2,1.9,-5,-2.1,-1,0,-35,i,1
COc1c(Cl)cc(Br)c(OC)c1C(=O)NC(=O)Nc1nc(C)cc(C)n1,0,0.1,0.0,0,-0.5,3,-1,-1,i,-6
O=C(COC(=O)c1ccc2ncsc2c1)Nc1ccc(Cl)cc1,-2,-0.1,0.2,-8,-0.6,-16,0,4,i,-5
COCCCn1c(=O)c2sccc2n2c(CCCC(=O)NCc3ccc(F)cc3)nnc12,0,-0.3,0.7,-4,-1.5,3,5,3,i,-3
NC(=O)c1ccc(NC(=O)CSc2nnc(-c3cccnc3)n2Cc2ccco2)cc1,5,0.0,0.8,23,-0.1,12,5,9,i,6
CCOc1ccc(CCNC(=O)C2CCN(C(=O)N(C)C)CC2)cc1OCC,-1,-0.4,0.4,-5,-1.5,-1,-5,1,i,-2
COc1ccc(Cl)cc1NC(=O)C(=O)NC1CCCCCC1,2,-0.8,-0.5,-22,1.2,-6,3,2,i,-8
Cc1ccc(/C=N/NC(=O)c2ccc3nc[nH]c3c2)o1,4,1.8,3.2,-4,-0.4,-4,3,-13,i,4
Cc1ccc(C2(C)NC(=O)N(CC(=O)Nc3ccccc3C(=O)N3CCCCC3)C2=O)cc1 (stereo not drawn),-1,-0.4,0.6,65*,-2.4,1,-10,-3,i,-3
Cc1ccc2c(c1)C(c1ccccc1)N(C(=O)c1ccc(Br)o1)CC(=O)N2 (stereo not drawn),9,0.7,0.6,-11,0.3,3,-4,0,i,1
COc1cc(NC(=O)C/C(C)=N/NC(=O)C2CCCCC2)c(OC)cc1Cl,-2,-0.4,-0.1,-10,-0.5,-2,1,-6,i,-2
CCC(C)N1CCNCC1 (stereo not drawn),0,-0.4,1.4,-4,-3.3,0,-2,-3,i,-4
CC(C)Cc1nnc(NC(=O)C2CCN(C(=O)c3ccc(F)cc3)CC2)s1,4,-0.2,-0.7,-6,-0.1,1,-4,4,i,-1
Cc1ccc(S(=O)(=O)NCC(c2ccc3c(c2)OCO3)N2CCN(c3ccccc3)CC2)cc1 (stereo not drawn),3,-0.3,0.6,-3,3.5,-4,8,9,i,3
Cc1ccn(CCNC(=O)C2CCC(=O)N(CCc3ccc(Cl)cc3)C2)n1 (stereo not drawn),0,-0.1,-0.7,-7,-1.9,-2,4,6,i,-3
O=C(O)C1Cc2ccccc2CN1C(=O)c1ccco1 (stereo not drawn),0,-0.9,-0.2,17,-0.5,1,2,5,i,4
Cc1c(C(=O)c2ccc(Cl)cc2Cl)cnc2cc3c(cc12)OCO3,-1,0.3,1.6,8,2.7,-4,-1,4,i,8
O=C(CCNC(=O)c1ccc(Cl)cc1)NCC(c1ccco1)N1CCCC1 (stereo not drawn),-1,-0.3,-0.1,-6,-0.5,1,-1,2,i,1
COc1cc([C@H]2Oc3c(OC)cc(CCCO[C@@H]4O[C@H](CO)[C@@H](O)[C@H](O)[C@H]4O)cc3[C@@H]2CO)ccc1O,0,1.0,0.0,-7,0.4,-4,1,1,i,-2
O=C(OCc1cccc(Cl)c1)c1cc(S(=O)(=O)N2CCCCC2)ccc1N1CCOCC1,2,-0.1,-1.3,-8,4.0,0,5,-9,i,4
Cc1ccccc1C(=O)N1CCN(c2ncccn2)CC1,-1,-0.7,-0.5,-2,-2.5,3,5,-1,i,-6
C=CCNC(=S)NCc1ccccc1OC,0,-0.4,-0.8,-2,-0.9,0,-5,0,i,5
O=C1CNc2ccc(C(=O)N3CCN(c4ccccn4)CC3)cc2N1,1,-0.1,0.5,12,0.3,0,5,-10,i,1
CN(Cc1cccs1)C(=O)c1cccc(S(=O)(=O)N2CCCCCC2)c1,1,-0.1,0.1,-9,0.4,-1,1,4,i,-2
CCN(CC)S(=O)(=O)c1cc(NC(=O)CNc2cccc(S(=O)(=O)N3CCOCC3)c2)ccc1C,1,-0.2,-0.1,-12,0.5,2,1,-1,i,-1
CCn1c(=O)c2cc(C(=O)Nc3ccccc3OC)sc2c2ccccc21,2,-0.8,1.3,-4,2.3,-2,1,-14,i,-11
CCC(=O)Nc1cccc(C2=NOC3(C2)C[C@@H](C(N)=O)N(C(=O)c2cc([N+](=O)[O-])cc([N+](=O)[O-])c2)C3)c1 (stereo partly drawn),2,-0.1,-0.7,6,-0.9,1,2,-29,i,4
CC(=O)c1c(C)[nH]c(C(=O)N2CCCCCC2)c1C,0,0.1,-1.5,-7,-1.7,3,-3,0,i,3
O=C(c1ccc2c(c1)OCCCO2)c1cccs1,3,-0.1,1.3,2,-0.3,0,0,-5,i,-2
CN(c1ccc(F)cc1)S(=O)(=O)c1ccc(Cl)c(C(=O)NCC2CCCO2)c1 (stereo not drawn),-1,0.0,-0.7,-2,-0.7,0,0,2,i,-4
O=C(COc1ccccc1[N+](=O)[O-])N/N=C/c1ccc(O)cc1,-14,-0.8,-0.4,3,-1.3,-6,0,-10,i,-1

# Overlap with the part before: 2 entries; new compounds follow.
SMILES,STEP block,Tb MetRS inh,MsrA inhibitor,Scp1 inh,LMPTP inh,DNMT1 inh,CSN deneddyl inh,SUMO1-SIM PPI,Rpn11 inh,NadD block
CN(c1ccc(F)cc1)S(=O)(=O)c1ccc(Cl)c(C(=O)NCC2CCCO2)c1 (stereo not drawn),-1,0.0,-0.7,-2,-0.7,0,0,2,i,-4
O=C(COc1ccccc1[N+](=O)[O-])N/N=C/c1ccc(O)cc1,-14,-0.8,-0.4,3,-1.3,-6,0,-10,i,-1
COc1ccccc1-n1nnnc1SCC(=O)N(CC(C)C)C1CCS(=O)(=O)C1 (stereo not drawn),-2,-0.2,-0.9,-5,-0.4,0,0,0,i,-1
NC(=O)CSc1nnc(-c2cccs2)n1Cc1ccco1,0,-0.4,-0.1,-16,-1.0,-3,1,5,i,-9
Cc1ccc(/S(C)=N/S(=O)(=O)c2ccc(C)cc2)cc1 (stereo not drawn),-1,-1.2,1.0,-3,-1.5,4,-1,1,i,7
O=C(NCc1ccco1)Nc1ccc2snnc2c1,-4,-1.1,0.0,31,-0.7,-3,3,-3,i,0
COC(=O)C1=C(C)N(CCc2ccc(OC)cc2)C(=O)C1,-1,-1.1,-0.9,3,-0.5,-1,0,-3,i,2
O=C(NC(=S)N1CCN(Cc2ccc3c(c2)OCO3)CC1)c1cccc(Br)c1,5,-0.2,0.8,-7,-0.2,-5,5,14,i,4
N/C(=N\OC(=O)c1cc([N+](=O)[O-])ccc1Cl)c1cccnc1,3,-0.3,-0.3,-3,5.5,3,28,-24,i,-8
CC(C)(C)c1ccccc1NC(=O)Nc1nc(C(N)c2ccccc2)cs1 (stereo not drawn),2,0.0,-0.1,nt,0.6,-3,1,-3,i,7
OC(c1ccc(-c2ccccc2)cc1)c1ncc(-c2cccc(F)c2)[nH]1 (stereo not drawn),-1,-0.2,1.0,nt,1.7,-13,2,0,i,6
CC(C)CCNC(=O)c1cnn2c(C(F)(F)F)cc(-c3ccco3)nc12,2,0.6,0.7,7,2.4,-4,6,-10,i,3
CC(/C=C/c1ccco1)=N\NC(=O)C(O)c1ccccc1 (stereo not drawn),1,0.4,3.7,-4,-0.5,-8,4,-11,i,1
COc1ccc2oc(C(=O)NCC(Cc3ccccc3)N(C)C)c(C)c2c1 (stereo not drawn),0,-0.7,-1.1,-3,0.4,-10,2,2,i,-5
CC1CN(C(=O)c2cc(-c3ccc(Cl)s3)nc3ccccc23)CC(C)O1 (stereo not drawn),0,-0.2,-1.0,-4,0.8,-2,3,-13,i,1
CC1CCC(NC(=O)C2CC(O)CN2S(=O)(=O)c2ccc([N+](=O)[O-])cc2)CC1 (stereo not drawn),-3,-0.3,1.0,-2,-0.6,-1,-2,-27,i,-6
CC(C)C(C)(C#N)NC(=O)CSc1nc(C2CCCCC2)n(-c2ccccc2)n1 (stereo not drawn),0,-1.3,0.4,1,1.0,1,1,-1,i,0
